Screening results as filed in PubChem BioAssay.
DT40 TDP1 no CPT – qHTS for Inhibitors of human tyrosyl-DNA phosphodiesterase 1 (TDP1): qHTS in cells in absence of CPT; DT40 Tdp1-/- hTDP1 cells, no CPT, ATP luminescence, 48 h; Potency, µM (top dose mostly 46.2 µM), for the others: top-dose activity change, negative = growth inhibition, actives largely listed as inhibitors; 420,000 compounds, 15% hits; note: nearly all actives have a fitted effect of over 55% in size
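Stably hTDP1-transfected Tdp1-null chicken DT40 cells were treated with library compounds minus camptothecin and grown for at least 48 hr at 37 °C, after which cellular ATP was quantified by luminescence.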
KAT2A inh – qHTS Assay for Inhibitors of GCN5L2; Histone acetyltransferase KAT2A (Homo sapiens), Q92830; GCN5L2 HAT assay, ThioGlo1 CoA-SH fluorescence; Potency, µM (titrated, usually from 58.9 µM), for the others: at the top dose activity change, negative = inhibition, actives largely listed as inhibitors; 390,000 compounds, 0.21% hits; AID 504327, 2011
Target sequence (Q92830 whole entry, looked up): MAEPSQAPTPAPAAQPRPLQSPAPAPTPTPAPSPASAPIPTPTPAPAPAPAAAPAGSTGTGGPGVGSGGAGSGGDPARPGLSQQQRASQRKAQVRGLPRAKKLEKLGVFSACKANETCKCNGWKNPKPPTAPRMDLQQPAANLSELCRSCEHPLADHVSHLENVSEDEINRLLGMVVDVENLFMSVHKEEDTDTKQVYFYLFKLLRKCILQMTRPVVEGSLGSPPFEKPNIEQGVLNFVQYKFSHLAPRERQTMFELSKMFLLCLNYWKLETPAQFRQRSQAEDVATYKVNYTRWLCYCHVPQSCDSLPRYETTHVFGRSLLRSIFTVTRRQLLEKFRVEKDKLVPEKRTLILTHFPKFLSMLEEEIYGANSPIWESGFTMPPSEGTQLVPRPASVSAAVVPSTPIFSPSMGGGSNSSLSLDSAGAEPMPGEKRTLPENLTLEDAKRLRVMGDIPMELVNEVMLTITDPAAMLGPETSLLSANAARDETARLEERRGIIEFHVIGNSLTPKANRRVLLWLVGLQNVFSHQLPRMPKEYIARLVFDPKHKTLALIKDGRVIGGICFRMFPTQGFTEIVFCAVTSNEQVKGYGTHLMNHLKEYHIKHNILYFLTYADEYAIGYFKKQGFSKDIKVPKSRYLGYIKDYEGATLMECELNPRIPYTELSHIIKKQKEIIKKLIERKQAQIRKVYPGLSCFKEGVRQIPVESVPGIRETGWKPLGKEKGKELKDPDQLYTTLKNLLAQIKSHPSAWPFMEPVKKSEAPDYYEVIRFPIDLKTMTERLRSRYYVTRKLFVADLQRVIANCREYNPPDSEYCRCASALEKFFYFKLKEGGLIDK
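Titration-based screen in which CoA formation is detected via maleimide probe ThioGlo1 (50uM) turning fluorescent on thiol reaction; substrates H3(1-25) 75uM and acetyl-CoA 70uM, GCN5L2 20nM, 20 min incubation at room temperature.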
TDP1 cell CPT – qHTS for Inhibitors of human tyrosyl-DNA phosphodiesterase 1 (TDP1): qHTS in cells in presence of CPT | chicken DT40 Tdp1-/-;hTDP1 cells + 20 nM CPT, ATP luminescence, 48 h | Potency, µM (doses to about 46.2 µM), without a hit: at the top dose activity change, negative = growth inhibition, actives largely listed as inhibitors | 420,000 compounds, 12% hits | AID 686979, 2013; note: nearly all actives have a fitted effect of over 55% in size
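Chicken DT40 Tdp1-/- cells complemented with human TDP1, 400 cells/well, exposed to compounds plus 20 nM camptothecin for at least 48 h at 37 C; viability read as ATP content by CellTiter-Glo luminescence.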
An asterisk follows results filed as active; u = inconclusive; x = no result given; & = joins results of further samples; [ ] = dose if it differs, or a comment. Calls come from the whole dose curve; as a rule, active = well fitted curve in the direction sought with a large enough effect; inconclusive = small, poorly fitted or top-dose-only effect, or another doubt; inactive = no such curve, though single readings can be large; an effect the other way counts as inactive or inconclusive. % is set by controls: 0 for no effect and ±100 for the full control effect; potency is the fitted concentration of half-maximal effect. Not all compounds are listed; rates above refer to the full screens.

Structure | DT40 TDP1 no CPT | KAT2A inh | TDP1 cell CPT
Cc1cccc(OCC2Cn3c(nc4c3c(=O)[nH]c(=O)n4C)O2)c1 (centres undefined) | 10µM* | -2% | u
C=C(C)COc1ccc(-c2nc(N)ncc2-c2ccc(OC)c(OC)c2)c(O)c1 | u | u | u
O=C(CNC(=O)c1ccccc1)N/N=C/c1cn[nH]c1-c1ccccc1 | -13% | -6% | -23%
CCCc1cc(=O)[nH]c(SCc2nc(-c3ccc(OCC)cc3)no2)n1 | -23% | 2% | -26%
Cc1ccc(-c2nnc(SCC(=O)NC3CCCC3)n2N)cc1 | -2% | 3% | 5%
CC1CCN(CCOCCSc2ccc(Cl)cc2)CC1 | 18µM* | 2% | u
CC(C)(C)c1ccc(CCC2OCC(C[N+]3(C)CCOCC3)O2)cc1 (centres undefined) | 2.1µM* | -7% | 1.8µM*
C#CCNC(=O)C1=C[C@@H](c2ccc(Br)cc2)C[C@@H](OCCCCO)O1 | -14% | -3% | -9%
Cc1ccccc1NS(=O)(=O)c1cc(C(=O)NCCC2=CCCCC2)ccc1Cl | -23% | -1% | -2%
CCOc1ccc([N+](=O)[O-])cc1CNC1CCCCCCC1 | u | -2% | -20%
O=C1/C(=C/c2ccco2)CCc2ccccc21 | -13% | -16% | 3%
O=C1c2ccccc2NC(c2ccco2)N1/N=C/c1ccco1 (centres undefined) | -27% | 1% | -26%
Cc1cccc(NC(=O)COC(=O)c2cc(C)oc2C)c1 | -2% | -8% | 15%
NS(=O)(=O)c1ccc(NC(=O)NC2CC(=O)N(c3ccc4c(c3)OCCO4)C2)cc1 (centres undefined) | 11% | -6% | 5%
CCCCNC(=O)C1CC(=O)N(C2CCCCC2)C1 (centres undefined) | -6% | -2% | -19%

(further entries)
Structure | DT40 TDP1 no CPT | KAT2A inh | TDP1 cell CPT
CCOC(=O)CSc1ccc(S(=O)(=O)N2CCCCC2)cc1[N+](=O)[O-] | -27% | 2% | 8%
COC(=O)c1ccccc1NC(=O)c1cc(-c2ccc(O)cc2)on1 | 12% | 2% | 1%
CCC(C)(C)n1nnnc1CN(Cc1ccco1)Cc1cc2cc3c(cc2[nH]c1=O)OCO3 | 16µM* | 0% | 21µM*
COCCNC(=O)C1CCCN(C(=O)c2nc3ccccc3s2)CC1 (centres undefined) | -24% | x | -10%
CCn1cc(CN2CCCC(CNS(=O)(=O)c3cccc4cccnc34)C2)cn1 (centres undefined) | -4% | 1% | -6%
CCc1ccc(-n2c(=O)c3ccc(C(=O)NCCc4ccccc4)cc3n(CC(N)=O)c2=O)cc1 | 21µM* | 2%&-6% | u
O=C1OC2CC3CC1CC(O)(C3)C2 (centres undefined) | u | -14% | 1%
CC(Oc1cc(C(F)(F)F)cc(C(F)(F)F)c1)C(=O)NC(N)=O (centres undefined) | -9% | -4% | -11%
CCN(CC)CCN=C1CCCc2ccccc2N1 | u | -1% | -12%
CC(C)(C)NC(=O)C(c1ccc(F)cc1)N(C(=O)CCC(=O)Nc1ccccn1)C1CCCC1 (centres undefined) | -23% | -3% | -20%
COc1ccc(C(CNC(=O)COc2cccc(C(F)(F)F)c2)N2CCCC2)cc1 (centres undefined) | u | -3% | u
CCOc1cc(CN2CCN(C(=O)c3ccco3)CC2)ccc1OC | 4% | -3% | 9%
O=C(CSc1nc(=O)[nH]c2c1CCCC2)NCc1ccc(F)cc1 | u | -14% | u
Cc1ccc(NS(=O)(=O)N2CCOCC2)c(C)c1 | 13% | -7% | -2%
COc1ccc2[nH]c(S(=O)Cc3ncc(C)c(OC)c3C)nc2n1 (centres undefined) | 27µM* | u | u

Single records, from the list above. Order of values: DT40 TDP1 no CPT	KAT2A inh	TDP1 cell CPT
`CCC(C)(C)n1nnnc1CN(Cc1ccco1)Cc1cc2cc3c(cc2[nH]c1=O)OCO3` across the screens: 16µM*	0%	21µM*
`COC(=O)c1ccccc1NC(=O)c1cc(-c2ccc(O)cc2)on1` across the screens: 12%	2%	1%
`CCN(CC)CCN=C1CCCc2ccccc2N1` across the screens: u	-1%	-12%
`CCOC(=O)CSc1ccc(S(=O)(=O)N2CCCCC2)cc1[N+](=O)[O-]` across the screens: -27%	2%	8%
`COc1ccc(C(CNC(=O)COc2cccc(C(F)(F)F)c2)N2CCCC2)cc1` (centres undefined) across the screens: u	-3%	u

Quoted from the listing for reference:
Structure | DT40 TDP1 no CPT | KAT2A inh | TDP1 cell CPT
Cc1ccc(NS(=O)(=O)N2CCOCC2)c(C)c1 | 13% | -7% | -2%
COc1ccc2[nH]c(S(=O)Cc3ncc(C)c(OC)c3C)nc2n1 (centres undefined) | 27µM* | u | u

The list goes on:
Structure | DT40 TDP1 no CPT | KAT2A inh | TDP1 cell CPT
Cc1ccc(OCC(=O)NNC(=O)C2CCN(c3ncccn3)CC2)cc1 | 8% | -6% | 0%
CCc1cc2c(=O)n3c(nc2s1)-c1[nH]c2ccc(OC)cc2c1CC3 | u | -6% | -29%
CCc1nnc(NC(=O)CCC(=O)NC2CC2)s1 | 2% | -2% | -3%
Cc1cccnc1NC(=O)c1cccc(S(=O)(=O)N2CCN(c3ccc(F)cc3)CC2)c1 | 16µM* | -3% | 18µM*
O=C(Cc1ccc(NC(=O)C2CCN(C(=O)CCc3ccccc3)CC2)cc1)Nc1ccc(C(=O)N2CCOCC2)cc1 | 16µM* | x | u
Cc1noc(/C=C/c2ccco2)c1S(=O)(=O)N1CCC(C(=O)NC(C)c2ccccc2)CC1 (centres undefined) | u | -4% | -27%
COc1ccc(C)cc1NC(=O)c1ccc2c(SCC(=O)O)c3c(nc2c1)CCCC3 | -15%&-12% | -14%&-7% | -13%&1%
CC(C)C(C)N(Cc1cccc(C(=O)O)c1)C(=O)c1ccc2ccccc2n1 (centres undefined) | 1% | x | -1%
CCOc1cccc(CNc2ccc(O)cc2)c1OCc1ccc(Cl)cc1 | u | -13% | 15µM*
O=C(CNC1CCCCC1)Nc1cccc([N+](=O)[O-])c1 | -24% | x | 2%
CCOC(=O)c1c(NC(=O)COc2ncnc3sccc23)sc2c1CCC2 | u | -7% | 2%
Cc1cc2nnc(SCC(=O)NCc3cccs3)n2c(N)n1 | -13% | 1% | -10%
COC(=O)CCC(=O)Nc1ccccc1C(=O)Nc1ccccc1 | 3% | 0% | -4%
CCn1c(SCC(=O)Nc2ccccc2N2CCOCC2)nnc1-c1ccccc1O | u | -7% | u
CCOC(=O)c1c(C)[nH]c(C(=O)N/N=C/c2cc([N+](=O)[O-])ccc2O)c1C | 6.5µM* | 0% | 6.5µM*

The list continues.
Value order: DT40 TDP1 no CPT, KAT2A inh, TDP1 cell CPT
O=C(Nc1ccccc1O)c1ccc2c(c1)C(=O)N(c1ccccc1)C2=O
    -3%, -5%, 10%
CC(Sc1nc2nn(-c3ccccc3)c(=O)c-2c2n1CCCCC2)C(N)=O (centres undefined)
    -21%, -9%, -6%
Nc1nc(-c2nonc2N)no1
    0%, 4%, 2%
COc1ccc(C2(C)NC(=O)N(CC(=O)Nc3cccnc3Cl)C2=O)cc1 (centres undefined)
    -10%, -2%, 2%
C=CCNc1nc(C(=O)OCC(=O)Nc2ccccc2C(F)(F)F)cs1
    8%, -3%, 7%
CCOC(=O)c1c(NC(=O)CSc2nnc(C)c(=O)[nH]2)sc(C)c1-c1ccc(C)cc1
    -1%, -17%, 1%
O=C(NNC(=O)c1cc2cc3ccccc3nc2s1)c1cccc(C(F)(F)F)c1
    -17%, -17%, -22%
NS(=O)(=O)c1ccc(NC(=O)C2Cc3ccccc3N2C(=O)c2ccccc2)cc1 (centres undefined)
    -3%, -2%, 5%
Cc1ccc(S(=O)(=O)C(CCC(=O)N2CCOCC2)S(=O)(=O)c2ccc(C)cc2)cc1
    -3%, -4%, -21%
Nc1[nH]ncc1C(=O)Nc1cccc(C(F)(F)F)c1
    -13%, -3%, -12%
Cc1ccc(NCN2C(=O)c3ccccc3C2=O)c(C)c1
    -23%, -13%, u
COc1cccc(OCC(O)CNC(=O)c2oc3ccc(C)cc3c2C)c1 (centres undefined)
    u, -16%, 7%
O=C(COC(=O)CCc1c[nH]c2ccccc12)Nc1cc([N+](=O)[O-])ccc1Cl
    2%, -3%, 0%
O=C(C(=Cc1ccccc1)CN1CCCCC1)c1ccccc1
    1.5µM*, x, 0.73µM*
CC(C)C[C@H](NC(=O)[C@H](CCc1ccccc1)NC(=O)CN1CCOCC1)C(=O)N[C@@H](Cc1ccccc1)C(=O)N[C@@H](CC(C)C)C(=O)[C@@]1(C)CO1
    0.0042µM*, x, 0.0067µM*
O=C(Cn1nc(-c2ccc(F)cc2)ccc1=O)Nc1ccc2c(c1)OCCO2
    -4%, -4%, 3%
CCn1c(=O)c2ccccc2n(Cc2cccc(C)c2)c1=O
    -13%, -2%, -11%
Cc1ccc(NC(=O)COc2coc(CN3c4ccccc4CC3C)cc2=O)c(C)c1 (centres undefined)
    13µM*, -5%, u
CC(=O)Nc1ccc(S(=O)(=O)NCc2cn3ccsc3n2)cc1
    -21%, 1%, -4%
CCOCCc1c(O)nc(SCC(=O)N2CCOCC2)[nH]c1=O
    1%, 0%, 1%

(continued)
Value order: DT40 TDP1 no CPT, KAT2A inh, TDP1 cell CPT
COc1ccc(S(=O)(=O)N(C)C[C@H]2Oc3ccc(NC(=O)C4CCCCC4)cc3C(=O)N([C@H](C)CO)C[C@@H]2C)cc1
    -27%, -4%, -23%
O=C(c1ccco1)N1CCC[C@@]2(CCN(Cc3nccs3)C2)C1
    -12%, -3%, 0%
CC(=O)O[C@@H]1[C@H]2[C@@H](C[C@@H](C)[C@@H]3CCC(=O)[C@@]13C)OC(=O)[C@@H]2C
    4%, 0%, 14%
O=C(N=C1SC2CS(=O)(=O)CC2N1c1c(Cl)cccc1Cl)C1CC1 (centres undefined)
    -11%, -6%, -18%
CCc1nc2nc(C)cc(Nc3ccc(F)c(Cl)c3)n2n1
    u, -3%, u
CCC(C)NC(=O)Cn1c(=O)n(CCCC(=O)NCc2ccc(C)cc2)c(=O)c2ccccc21 (centres undefined)
    -16%, 1%, -5%
Cc1cccc(-n2nnnc2SCC(=O)c2cc(C)n(CC3CCCO3)c2C)c1 (centres undefined)
    u, -4%, -1%
Cc1ccccc1C(=O)Oc1c(Sc2ccccc2)c(C)nn1C(C)(C)C
    15µM*, -6%, u
c1csc(-c2ccc3ccccc3n2)c1
    -34%, -5%, -8%
CCCC(c1nnnn1Cc1ccc(F)cc1)N1CCN(CC)CC1 (centres undefined)
    u, 8%, 3%
O=C(CN1CCN(S(=O)(=O)c2ccc(F)c(Cl)c2)CC1)N1CCc2ccccc2C1
    16µM*, x, u
Cc1ccccc1OCC(=O)Nc1ccc2c(c1)C(=O)N(CCC(=O)O)C2=O
    2%, -14%, u
CC(Oc1cccc2cccnc12)C(=O)N/N=C/c1ccc2c(c1)OCO2 (centres undefined)
    -11%, x, -27%
COc1cccc(NC(=O)C2CCCN2C(=O)Nc2ccccc2)c1 (centres undefined)
    -5%, 2%, 5%
O=C1C(CN2CCCC2)CCCC1CN1CCCC1 (centres undefined)
    0.52µM*, x, 0.52µM*
CC1(C(=O)NS(=O)(=O)C2CC2)CCCN(C(=O)c2cccnc2Oc2ccccc2)C1 (centres undefined)
    1µM*, x, u
Cc1ccc(C)c(CNS(=O)(=O)c2ccc3c(c2)C(C)(C)C(=O)N3C)c1
    u, -8%&-6%, u
COC(=O)c1cc(NC(=O)CC2C(=O)NCCN2C(=O)c2ccccc2)cc(C(=O)OC)c1 (centres undefined)
    u, -1%, -14%
COc1ccccc1C(=O)N[C@@H]1c2ccccc2C2(CCN(C(=O)c3csnn3)CC2)[C@H]1OC
    -9%, x, -8%[9.04 µM]
Cc1cc(C)nc(Oc2ccc([N+](=O)[O-])cc2)n1
    14%, -4%, 3%

Additional structures follow:
Value order: DT40 TDP1 no CPT, KAT2A inh, TDP1 cell CPT
CCN1CCSc2ccc(C(=O)NCc3cccc(Br)c3)cc21
    u, -4%&-15%, u
O=S(=O)(O)c1nc2ccccc2n1Cc1ccc(Cl)cc1Cl
    -27%, 1%, u
CC(C)c1ccc(NC(=O)CSc2nc(=O)[nH]c3c2CCCC3)cc1
    21µM*, -1%, u
COc1ccc(C2/C(=C(/O)c3ccc4c(c3)CC(C)O4)C(=O)C(=O)N2CCCN2CCOCC2)cc1OC (centres undefined)
    -4%, -25%, -1%
